Compound activity: PubChem BioAssay, National Center for Advancing Translational Sciences (NCATS)
TbPYK inhibitor = qHTS of Trypanosoma Brucei Inhibitors; TbPYK enzyme, Kinase-Glo Plus ATP luminescence, 45 min; Potency, µM (highest dose often 76.8 µM), inactives show top-dose activity, negative = inhibition, usual class: inhibitors; actives 0.12% (n = 410,000); also: potency is read from the fitted curve at half-maximal effect; nearly all actives have a fitted effect of over 50% in size
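Readout: single end-point luminescence (Kinase-Glo Plus, 10 min). Reaction conditions were TbPYK/substrate plus 130 uM ADP, 45 min at RT, pH 7.2 TEA buffer. No-enzyme wells served as controls, and data were normalized before concentration-response fitting.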
LmPK inh = qHTS Assay for Inhibitors of Leishmania Mexicana Pyruvate Kinase (LmPK); Q27686; purified LmPK, Kinase-Glo ATP luminescence, 1 h; actives 0.37% (n = 290,000); AID 1721, 2009; Potency, µM (top dose mostly 57.5 µM), for the others: top-dose activity change, negative = inhibition, hits mostly inhibitors; also: potency is read from the fitted curve at half-maximal effect
Target sequence (Q27686 whole entry, looked up): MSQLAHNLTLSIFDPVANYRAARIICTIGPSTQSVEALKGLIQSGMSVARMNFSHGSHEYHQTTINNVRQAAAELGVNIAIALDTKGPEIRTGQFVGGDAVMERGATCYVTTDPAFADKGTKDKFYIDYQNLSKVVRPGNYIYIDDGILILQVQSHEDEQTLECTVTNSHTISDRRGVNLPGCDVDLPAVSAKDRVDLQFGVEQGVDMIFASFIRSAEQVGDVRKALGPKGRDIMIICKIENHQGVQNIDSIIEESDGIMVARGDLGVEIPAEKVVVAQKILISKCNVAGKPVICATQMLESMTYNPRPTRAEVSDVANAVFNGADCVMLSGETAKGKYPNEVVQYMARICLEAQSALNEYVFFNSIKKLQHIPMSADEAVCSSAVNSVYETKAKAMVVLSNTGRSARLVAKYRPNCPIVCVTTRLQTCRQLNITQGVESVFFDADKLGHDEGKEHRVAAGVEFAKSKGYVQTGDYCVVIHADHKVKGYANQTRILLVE
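0.1 nM LmPK, 0.5 mM PEP, 0.1 mM ADP; 50 mM imidazole pH 7.2, 7 mM MgCl2, 50 mM KCl; 1 h RT. Kinase-Glo luminescence readout, normalized to no-enzyme (full inhibition) and uninhibited wells.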
HCV inh = qHTS Assay for Inhibitors of Hepatitis C Virus (HCV). Huh7.5.1 HCVcc-Cre infection, luciferase reporter, 44 h. Potency, µM (titrated, usually from 41.8 µM), without a hit: top-dose activity change, negative = inhibition, usual class: inhibitors. actives 3.4% (n = 340,000). AID 651820, 2012; also: potency is read from the fitted curve at half-maximal effect
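Whole-lifecycle infectious HCVcc-Cre system; cells 1,000/well, compound then virus (~0.5 moi) added 4 h after plating, 44 h culture. Luciferase read 15 sec following 15 min substrate incubation, room temp.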
HCMV inh = qHTS Assay for inhibitors of the human cytomegalovirus (HCMV); AID 1259415, 2018; activity change, negative = inhibition, % at 57.5 µM; actives 4.5% (n = 410,000); HFF cells, HCMV-luciferase reporter, 72 h; stronger effect = lower value; in the data active = activity change below about -60%; inconclusive = no clear call, values can overlap the other calls; inactive = above about -39%
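Luciferase read-out from HCMV-luciferase-infected HFFs (MOI 1 PFU/cell) 72 h post infection at 37C; compounds added after 16 h cell attachment; activity normalized between buffer-only basal and Salinomycin (10uM) inhibitor controls.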
AmpC no deterg = qHTS Inhibitors of AmpC Beta-Lactamase (assay without detergent); P00811; AID 485341, 2010; Potency, µM (titrated, usually from 57.1 µM), for the others: top-dose activity change, negative = inhibition, usual class: inhibitors; actives 0.52% (n = 330,000); AmpC nitrocefin hydrolysis, absorbance 480 nm, 0.0001% Triton;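 also: potency is read from the fitted curve at half-maximal effect; plate controls were no compound for no effect and no enzyme for full effect; nearly all actives have a fitted effect of over 20% in size; some results filed as inactive show a strong effect at the top dose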
Target sequence (P00811 whole entry, looked up): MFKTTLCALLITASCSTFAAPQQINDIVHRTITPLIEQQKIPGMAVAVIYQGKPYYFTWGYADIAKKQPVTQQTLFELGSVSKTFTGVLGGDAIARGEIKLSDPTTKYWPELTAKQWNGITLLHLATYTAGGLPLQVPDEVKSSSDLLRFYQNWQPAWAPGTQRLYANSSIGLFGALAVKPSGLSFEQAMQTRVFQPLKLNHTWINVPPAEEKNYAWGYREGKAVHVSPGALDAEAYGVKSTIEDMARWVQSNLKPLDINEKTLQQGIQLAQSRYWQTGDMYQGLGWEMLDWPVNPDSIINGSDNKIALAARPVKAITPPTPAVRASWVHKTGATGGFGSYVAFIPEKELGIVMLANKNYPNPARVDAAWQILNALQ
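20 mM phosphate pH 7.0 + 0.01% (detergent screen) or 0.0001% Triton X-100; 5.3 nM AmpC reagent; cpd preinc 15 min RT; nitrocefin (800 uM stock) to start; A480 q20 s × 4 min; Activity was normalised to no-enzyme and no-compound control wells.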
AMA1 RON2 block = qHTS for Inhibitors of AMA1-RON; Towards Development of Antimalarial Drug Lead: Primary Screen; Potency, µM (top dose mostly 58.2 µM), for the others: at the top dose activity change, negative = inhibition, usual class: inhibitors; Plasmodium falciparum AMA1 (3D7) - RON2 peptide interaction; AlphaScreen AMA1-biotinylated RON2 peptide binding; actives 0.2% (n = 360,000);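 also: potency is read from the fitted curve at half-maximal effect; 0% = vehicle wells and -100% = peptide control; nearly all actives have a fitted effect of over 45% in size; some results filed as inactive show a strong effect at the top dose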
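AMA1 (3D7) with his tag at 25 nM final met compounds first, then biotinylated RON2 peptide at 25 nM; detection used donor plus acceptor beads, 10 µg/mL apiece, read by AlphaScreen after 30 min at room temperature.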
AmpC inh detg = qHTS Inhibitors of AmpC Beta-Lactamase (assay with detergent); Potency, µM (titrated, usually from 114 µM), inactives show at the highest dose activity change, negative = inhibition, usual class: inhibitors; AID 485294, 2010; AmpC hydrolysis of nitrocefin, absorbance 480 nm, 0.01% Triton; actives 0.041% (n = 370,000); P00811;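 also: potency is read from the fitted curve at half-maximal effect; 0% = no-compound wells and -100% = no-enzyme wells; nearly all actives have a fitted effect of over 25% in size; some results filed as inactive show a strong effect at the top dose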
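20 mM phosphate pH 7.0 + 0.01% (detergent screen) or 0.0001% Triton X-100; 5.3 nM AmpC reagent; cpd preinc 15 min RT; nitrocefin (800 uM stock) to start; A480 q20 s × 4 min; Activity was normalised to no-enzyme and no-compound control wells.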
* = called active by the depositor; ? = inconclusive; / = no result given; & = joins results of further samples; [ ] = remark or other dose. Unless noted, calls follow the shape of the dose curve; as a rule, active = well fitted curve in the direction sought with a large enough effect; inconclusive = small, poorly fitted or top-dose-only effect, or another doubt; inactive = no such curve, though single readings can be large; an effect the other way counts as inactive or inconclusive. Unless noted, % is scaled to controls: 0 for no effect and ±100 for the full control effect. The order is random. Share with any hit: about 7.5%.

molecule	TbPYK inhibitor	LmPK inh	HCV inh	HCMV inh	AmpC no deterg	AMA1 RON2 block	AmpC inh detg
OC(CNCc1ccc2c(c1)OCO2)COc1ccc(F)cc1 (stereo not drawn)	0%	0%	-10%	22	-5%	-5%	3%
COc1cccc(/C=N/n2c(=O)[nH]c3ccccc32)c1OC	-2%	0%	19%	71	-1%	-27%	?
COc1ccc(NC(=O)CSCc2ccc([N+](=O)[O-])cc2)cc1OC	-1%	-8%	-22%	25	-9%	-1%	-20%
O=C(NCc1ccccc1Cl)c1ccc(NC(=O)c2nsc3ccccc23)cc1	-4%	/	/	23	/	/	18%
O=C(NC(=S)Nc1ccc(O)cc1)c1ccccc1Cl	4%	-4%	5%	54	-23%	59%[activator]	-1%
Cc1cc(C)nc(SCC(=O)NNC(=O)c2ccccc2C)n1	4%	-2%	13%	-7	-1%[2.29 µM]	6%	?
CC(Nc1ccc(-c2nc(-c3ccccn3)no2)cc1[N+](=O)[O-])c1ccccc1 (stereo not drawn)	-5%	/	/	21	/	/	0%
CC(C)Oc1ccc(S(=O)(=O)N2CCOCC2)cc1NC(=O)CC1CCCC1	7%	/	-5%	0	113%[activator]	5%	8%
CCC(C)[C@H](NC(=O)[C@@H]1CSC2c3ccccc3C(=O)N21)C(=O)N1CCCCC1 (stereo partly drawn)	-5%	11%	-3%	24	30%	-5%	2%
O=C(O)c1ccc(CSc2nc(-c3ccccc3)cc(C(F)(F)F)n2)cc1	-13%	-1%	34%[activator]	19	-43%	-13%	-10%
O=C(Nc1ccccc1)c1ccccc1OCc1ccc(F)cc1	4%	2%	?	-11	-35%	5%	-14%
Cc1ccc(C(=O)C2=C(O)C(=O)N(CCCn3ccnc3)C2c2ccc(OC(C)C)cc2)o1 (stereo not drawn)	0%	0%	3%	25	-6%	19%	-8%
COc1ccc2oc(C)c(C(=O)c3ccccc3)c2c1	-1%	/	-17%	6	/	7%	/
COC(=O)C1CCN(C(=O)c2c(-c3ccccc3Cl)noc2C)CC1	3%	2%	10%	-2	-1%	-7%	-5%
COC(=O)c1ccccc1NC(=O)CN1CCOCC1	4%	-4%	9%	-3	-5%	4%	-2%
COc1cc(/C=N/N=C2/NC(=O)C(CC(=O)O)S2)ccc1OCc1ccc(Cl)cc1 (stereo not drawn)	18µM*	?	2%	13	-20%	55%[activator]	?
CCC(=O)N1CCC(C)(C(=O)Nc2ccc3c(c2)OCO3)C1 (stereo not drawn)	2%	/	/	3	/	7%	/
COc1ccc(OC)c(-c2c3cc(O)c(=O)cc-3oc3cc(O)c(O)cc23)c1	?	-22%	-12%	/	28µM*	2µM*	-4%
Cc1ccccc1N1C(=O)CC(Sc2nnc(-c3ccccc3)o2)C1=O (stereo not drawn)	?	-1%	?	54	-18%	-3%	-14%
CC[C@]1(C(=O)OC)[C@H]2C(=O)N(Cc3ccccc3)C(=O)[C@H]2[C@H]2CN=C(SC)N21	0%	/	3%	-10	-11%	4%	/
CCN(N=Nc1nonc1OC)c1nonc1OC	0%	-3%	-4%	-3	-19%	1%	-10%
O=C1NCN(c2ccccc2)C12CCN(C(c1cc3ccccc3o1)c1nnnn1Cc1ccccc1)CC2 (stereo not drawn)	-2%	/	/	-24	/	-18%	/
COc1ccc(C(C(=O)NC2CCCC2)N(CC2CCCO2)C(=O)Cn2nnc(-c3ccc(C)o3)n2)cc1 (stereo not drawn)	-2%	7%	-16%	8	-1%	-15%	3%
O=C1CN(C(=O)COC(=O)/C=C/c2ccco2)c2ccccc2N1	-6%	-5%	12%	5	-29%	1%	-2%
COc1ccc(N(C(=O)c2ccco2)C(C(=O)NC2CCCC2)c2cccnc2)c(OC)c1 (stereo not drawn)	-2%	5%	-6%	-14	19%	6%	5%

Reformatted with values under each structure: part of the list above
Every second line gives: TbPYK inhibitor | LmPK inh | HCV inh | HCMV inh | AmpC no deterg | AMA1 RON2 block | AmpC inh detg
> O=C(O)c1ccc(CSc2nc(-c3ccccc3)cc(C(F)(F)F)n2)cc1
→ -13% | -1% | 34%[activator] | 19 | -43% | -13% | -10%
> O=C(Nc1ccccc1)c1ccccc1OCc1ccc(F)cc1
→ 4% | 2% | ? | -11 | -35% | 5% | -14%
> Cc1ccc(C(=O)C2=C(O)C(=O)N(CCCn3ccnc3)C2c2ccc(OC(C)C)cc2)o1 (stereo not drawn)
→ 0% | 0% | 3% | 25 | -6% | 19% | -8%
> COc1ccc2oc(C)c(C(=O)c3ccccc3)c2c1
→ -1% | / | -17% | 6 | / | 7% | /
> COC(=O)C1CCN(C(=O)c2c(-c3ccccc3Cl)noc2C)CC1
→ 3% | 2% | 10% | -2 | -1% | -7% | -5%
> COC(=O)c1ccccc1NC(=O)CN1CCOCC1
→ 4% | -4% | 9% | -3 | -5% | 4% | -2%
> COc1cc(/C=N/N=C2/NC(=O)C(CC(=O)O)S2)ccc1OCc1ccc(Cl)cc1 (stereo not drawn)
→ 18µM* | ? | 2% | 13 | -20% | 55%[activator] | ?
> CCC(=O)N1CCC(C)(C(=O)Nc2ccc3c(c2)OCO3)C1 (stereo not drawn)
→ 2% | / | / | 3 | / | 7% | /
> COc1ccc(OC)c(-c2c3cc(O)c(=O)cc-3oc3cc(O)c(O)cc23)c1
→ ? | -22% | -12% | / | 28µM* | 2µM* | -4%

(further entries)
molecule	TbPYK inhibitor	LmPK inh	HCV inh	HCMV inh	AmpC no deterg	AMA1 RON2 block	AmpC inh detg
O=C(O)CSCC(=O)c1ccccc1	-23%	4%	3%	46	-3%	9%	?
COc1cc([N+](=O)[O-])cc(/C=N/NC(=O)CC#N)c1O	/	30%	/	/	-30%	/	2%
COc1cc(C2NCCc3c2[nH]c2ccccc32)ccc1OC(C)C (stereo not drawn)	/	-1%	/	-25	10%	/	-3%
Cc1ccccc1C(=O)NNC(=O)CSc1nc(-c2ccccc2)cc(=O)[nH]1	0%	-6%	-26%	?	-9%	98%[activator]	-8%
OC(COc1ccc2ccccc2c1)CN1CCN(c2ccc(F)cc2)CC1 (stereo not drawn)	1%	-3%	5%	/	40µM*	7%	?
Cc1cc(/C=C(\C#N)C(=O)O)c(C)n1C1CC1	4%	-4%	-2%	36	-19%	-7%[11.6 µM]	?
CCSc1nnc(NC(=O)CSc2nc3c(c(=O)n2-c2ccccc2OC)SCC3)s1	-10%	5%	?	/	-27%	0%	0%
CCOC(=O)c1ccoc1CSCc1ccc(C(=O)OC)o1	-29%	7%	-29%	-1	-14%	13%	2%
COc1ccc(C(O)P(=O)(OCC(C)C)OCC(C)C)c(OC)c1 (stereo not drawn)	5%	-1%	-2%	-37	25%	17%	4%
O=c1[nH]c(NCc2ccccc2)nc2c1CCCC2	0%	0%	4%	-33	-23%	-5%	-2%
CS(=O)(=O)N1CCN(c2ccc(NC(=S)NC(=O)c3cccs3)cc2)CC1	-5%	8%	-27%	-31	-2%	0%	3%
COc1ccc(CN(C)C(=O)/C=C/c2ccc(S(=O)(=O)N3CCCCCC3)cc2)cc1	3%	/	11µM*	?	14%	-4%[11.6 µM]	-3%
Cc1n[nH]c(C)c1CCCCOc1ccccc1F	-1%	2%	?	?	-1%	-2%	-2%
CCc1cccc(NC(=S)Nc2ccc(CN3CCOCC3)cc2)c1	-2%	4%	-11%	?	-41%	0%	-9%
CCc1ccc(NC(=O)N(Cc2cn(CC)c3ccccc23)C2CCCCC2)cc1	0%	/	/	-104*	/	/	4%
CCOc1ccc(NC(=O)CN2CCCC2c2cccs2)cc1S(=O)(=O)N1CCCCC1 (stereo not drawn)	-19%	/	?	?	14%	-26%	-6%
COc1ccc(CNC(=O)c2ccc(NC(=O)N3CC4CCCN4c4ccccc43)cc2)cc1 (stereo not drawn)	-4%	/	/	-2	/	/	9%
O=C(Nc1ccc([N+](=O)[O-])cc1)Nc1ccc2c(c1)OCCO2	1%	6%	?	-13	-33%	-18%	-10%
O=[N+]([O-])c1ccccc1CN1CCN(S(=O)(=O)Cc2ccccc2)CC1	2%	-1%	30%	-11	-15%	-10%	-9%
CCN(c1cccc(C)c1)S(=O)(=O)c1ccc2c3c(cccc13)C(=O)N2	-7%	3%	?	-36	-32%	6%	-9%
NS(=O)(=O)c1cc2c(cc1Cl)NC=NS2(=O)=O	-3%&-2%	1%	-8%[8.37 µM]	-33	-10%	-4%	?
C=CCNc1ncnc2c1ncn2[C@H]1CN(Cc2ccc3c(c2)OCO3)C[C@@H](CO)O1	-8%	/	/	-22	/	-1%	/
O=C(CN(c1ccc2c(c1)OCCO2)S(=O)(=O)c1ccccc1)N1CCN(Cc2ccccc2)CC1	-11%	2%	2%	1	177%[activator]	-3%	3%
COc1cc(Cl)c(S(=O)(=O)N2CCCC2)cc1Cl	-1%	1%	3%	-24	27%	0%	0%
O=C(Nc1ccc2c(c1)OCO2)c1c(F)c(F)c(F)c(F)c1F	2%	1%	?	-22	-21%	0%	?
COc1ccccc1OC(C)C(=O)NNC(=S)NC1CCCC1 (stereo not drawn)	-6%	0%	-6%	-9	-15%	114%[activator]	2%
COc1ccc(NC(=O)C[C@H]2C(=O)N(Cc3cccnc3)C[C@@H]2Cc2ccccc2)cc1	0%	/	/	-17	/	8%	/
